# SARS 3CLpro inh = SARS-CoV 3CLpro protease inhibition. inhibition, % at 6 µM. 0.14% of 290,000 active. P0C6X7. recombinant SARS-CoV 3CLpro, quenched FRET peptide cleavage; in the data active = inhibition above about 12%
# SSB-PriA inh = K. pneumoniae PriA-SSBct interaction inhibition; inhibition, % at 33 µM; AlphaScreen SSBct-PriA binding, biotinylated peptide; 0.6% of 430,000 active; in the data active = inhibition mostly above about 37%, no sharp cut-off; inactive = mostly below about 20%;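 also: plate controls were negative control peptide for no effect and reference peptide for full effect; strong numbers were not always called active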
# TcdB GH inh = blocks C. difficile toxin B glycohydrolase activity | 0.24% of 350,000 active | AID 652162 | TcdB glycohydrolase enzymatic assay, plate reader | inhibition, % at 9.99 µM; in the data active = inhibition above about 10%
# Target sequence (P18177 whole entry, looked up): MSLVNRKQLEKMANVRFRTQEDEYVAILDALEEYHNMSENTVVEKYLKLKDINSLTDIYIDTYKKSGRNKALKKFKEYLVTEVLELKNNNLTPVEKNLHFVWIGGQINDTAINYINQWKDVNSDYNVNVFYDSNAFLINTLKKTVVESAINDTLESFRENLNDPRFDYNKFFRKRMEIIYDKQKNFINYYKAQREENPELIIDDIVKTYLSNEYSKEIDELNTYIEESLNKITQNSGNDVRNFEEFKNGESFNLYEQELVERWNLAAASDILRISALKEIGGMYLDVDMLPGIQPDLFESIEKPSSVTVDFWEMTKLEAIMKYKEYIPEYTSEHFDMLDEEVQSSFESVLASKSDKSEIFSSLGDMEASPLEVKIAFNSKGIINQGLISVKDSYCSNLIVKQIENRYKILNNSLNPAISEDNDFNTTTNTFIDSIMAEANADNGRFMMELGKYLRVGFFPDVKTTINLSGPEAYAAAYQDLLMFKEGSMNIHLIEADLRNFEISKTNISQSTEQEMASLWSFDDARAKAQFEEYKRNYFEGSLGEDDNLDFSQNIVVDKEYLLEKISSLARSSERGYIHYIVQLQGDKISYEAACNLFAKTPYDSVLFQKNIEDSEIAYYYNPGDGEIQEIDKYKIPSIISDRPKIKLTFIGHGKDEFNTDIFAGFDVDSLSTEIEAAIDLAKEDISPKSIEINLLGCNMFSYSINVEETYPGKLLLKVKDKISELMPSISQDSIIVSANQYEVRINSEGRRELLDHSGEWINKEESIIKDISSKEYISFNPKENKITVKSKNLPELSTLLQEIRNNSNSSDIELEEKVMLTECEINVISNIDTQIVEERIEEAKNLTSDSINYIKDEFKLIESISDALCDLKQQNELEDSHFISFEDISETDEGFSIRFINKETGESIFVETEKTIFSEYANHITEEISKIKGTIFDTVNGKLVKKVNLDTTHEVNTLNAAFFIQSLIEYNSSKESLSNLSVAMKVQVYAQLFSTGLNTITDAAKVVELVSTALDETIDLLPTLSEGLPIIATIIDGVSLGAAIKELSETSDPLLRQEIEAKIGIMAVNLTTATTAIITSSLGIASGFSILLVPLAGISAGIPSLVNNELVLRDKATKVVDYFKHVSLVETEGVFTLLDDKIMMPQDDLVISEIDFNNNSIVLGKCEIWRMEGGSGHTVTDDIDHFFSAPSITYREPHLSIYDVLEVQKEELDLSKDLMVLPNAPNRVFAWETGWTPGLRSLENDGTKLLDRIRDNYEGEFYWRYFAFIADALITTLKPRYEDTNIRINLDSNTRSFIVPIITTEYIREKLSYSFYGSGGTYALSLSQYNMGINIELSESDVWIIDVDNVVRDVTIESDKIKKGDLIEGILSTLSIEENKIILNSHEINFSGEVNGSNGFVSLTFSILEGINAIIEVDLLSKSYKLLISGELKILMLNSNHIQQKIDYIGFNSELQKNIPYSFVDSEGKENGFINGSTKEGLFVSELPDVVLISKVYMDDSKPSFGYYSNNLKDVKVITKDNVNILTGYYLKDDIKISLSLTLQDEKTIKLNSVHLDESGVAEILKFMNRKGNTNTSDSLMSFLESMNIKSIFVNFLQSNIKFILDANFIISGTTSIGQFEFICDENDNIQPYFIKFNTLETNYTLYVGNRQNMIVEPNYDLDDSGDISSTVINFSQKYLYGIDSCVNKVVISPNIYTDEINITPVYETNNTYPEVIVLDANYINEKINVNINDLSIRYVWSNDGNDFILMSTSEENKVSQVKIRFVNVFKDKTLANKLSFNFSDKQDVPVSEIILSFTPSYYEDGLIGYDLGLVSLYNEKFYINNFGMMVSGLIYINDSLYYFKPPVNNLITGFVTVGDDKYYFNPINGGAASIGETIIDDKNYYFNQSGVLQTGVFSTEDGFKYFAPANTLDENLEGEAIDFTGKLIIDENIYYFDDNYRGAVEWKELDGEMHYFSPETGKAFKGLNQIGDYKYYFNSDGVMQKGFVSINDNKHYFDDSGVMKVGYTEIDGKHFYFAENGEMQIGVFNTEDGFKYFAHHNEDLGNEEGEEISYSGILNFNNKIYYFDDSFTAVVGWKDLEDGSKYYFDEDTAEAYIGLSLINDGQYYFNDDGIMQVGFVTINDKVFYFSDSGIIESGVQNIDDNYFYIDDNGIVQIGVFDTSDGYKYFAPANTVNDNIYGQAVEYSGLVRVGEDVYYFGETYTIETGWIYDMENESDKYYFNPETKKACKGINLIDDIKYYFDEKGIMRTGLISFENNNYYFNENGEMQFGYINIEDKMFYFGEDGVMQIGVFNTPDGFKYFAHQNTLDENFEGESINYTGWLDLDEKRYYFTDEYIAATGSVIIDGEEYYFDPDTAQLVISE
# BH1578 lux ind = quorum light induction in luxS cqsA deficient V. cholerae. AID 588436. V. cholerae BH1578 lux reporter, luminescence, 6 h. activation, % at 18.7 µM. 0.16% of 350,000 active; in the data active = activation mostly above about 9.7%, no sharp cut-off; inconclusive = no clear call, values can overlap the other calls; inactive = mostly below about 3.7%; also: not every result past the cut was called active; inactives centre near 0; reference of the scale not given here
# Y pestis TopoI = Y. pestis Topo-I inhibition via cleavage products | AID 504884 | activity, % at 10 µM | 0.064% of 360,000 active | Y. pestis Topo-I cleavage product accumulation, plate reader; in the data active = activity above about 50%, passing the limit was not always enough; inconclusive = no clear call, values can overlap the other calls; also: inactives centre near 2
# DUSP3 inh = inhibitors of human VHR1 phosphatase (DUSP3); P51452; recombinant VHR phosphatase, pNPP absorbance; inhibition, % at 13.3 µM; 0.52% of 290,000 active; AID 1654; in the data active = inhibition above about 50%; also: some compounds called inactive have numbers as strong as hits
# CCHFV vOTU inh = blocks the CCHF virus ovarian tumor domain protease. CCHFV vOTU protease, Pep-AMC fluorescence. 0.55% of 370,000 active. AID 651958. inhibition, % at 11.5 µM; in the data active = inhibition above about 30%; also: 0% = vehicle wells with enzyme and 100% = no enzyme wells
# Anthrax LF prot = blocks Bacillus anthracis lethal factor protease; multiplex microsphere protease cleavage assay, LF; inhibition, % at 10 µM; 0.12% of 360,000 active; also: plate controls were buffer without enzyme for full effect and enzyme alone for no effect
# BoNT A protease = BoNT A light chain protease inhibition. multiplex microsphere protease substrate cleavage, flow cytometry. inhibition, % at 10 µM. 0.17% of 360,000 active. AID 588499; also: plate controls were buffer without enzyme for full effect and enzyme alone for no effect
# PfHsp40 rescue = compounds rescuing yeast from Plasmodium falciparum HSP40 toxicity. 0.68% of 340,000 active. S. cerevisiae expressing PfHsp40, growth rescue, ATP luminescence. AID 504582. growth rescue, % at 12.5 µM; in the data active = growth rescue above about 28%, passing the limit was not always enough; inconclusive = no clear call, values can overlap the other calls;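 also: yeast W303a lacking pdr1 and pdr3 grown in galactose medium; growth measured after three days at 30 °C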
# Starred values were filed as active, the others as inactive; i = inactive; ? = inconclusive; . = no result given; & = joins results of further samples. Rule as the data show it, unless noted: active = inhibition above about 30%; inconclusive = no clear call, values can overlap the other calls; inactive = below that. These rows are one share of the data; count on the stated rates, not on these rows.
SMILES,SARS 3CLpro inh,SSB-PriA inh,TcdB GH inh,BH1578 lux ind,Y pestis TopoI,DUSP3 inh,CCHFV vOTU inh,Anthrax LF prot,BoNT A protease,PfHsp40 rescue
CC1NC(=O)c2cccnc2-n2c1nc1cc(F)c(F)cc1c2=O (stereo not drawn),.,.,-0.2,i,-6,.,-6,-1,-1.0,.
O=C1c2ccccc2C(=O)c2c1cccc2-n1nnc2ccccc21,1,-1,-0.1,-1.3,-6,23,-7,4,2.9,-0.2
COc1ccc(C(=O)OCC(=O)Nc2c(C)n(C)n(-c3ccccc3)c2=O)cc1,.,-2,-0.2,i,1,.,17,0,-1.3,1.2
Cc1c(C#N)c2ccccc2n1C,2,-11,1.8,-0.5,8,-5,-4,-8,-0.1,-0.3
O=C(Cc1c[nH]c2ccccc12)NNC(=O)c1ccccc1,0,-16,-1.3,-0.5,-4,-3,-12,1,-0.9,-1.0
O=Cc1ccccc1-c1cn(CN2C(=O)c3ccccc3C2=O)nn1,-2,-11,0.7,i,8,20,14,-1,0.7,22
O=C(c1ccco1)N1CCN(Cc2nnnn2C2CCCCC2)CC1,-1,-5,-0.1,i,-10,2,11,-6,2.1,-0.5
Cc1ccc(-c2c3c(=O)n(C)c(=O)n(C)c3cn2Cc2ccccc2)cc1,0,13,.,-0.3,11,12,-4,-3,1.4,0.5
O=C(Cc1ccccc1)N1CCN=C1SCc1cccc([N+](=O)[O-])c1,2,4,1.9,-0.9,0,30,7,-1,-1.7,0.5
Cc1ccc(C(=O)N(c2ccccn2)C(C)c2ccco2)cc1 (stereo not drawn),0,-11,.,12,1,28,-1,6,-0.4,-1.4
CCOc1ccc(N(C(=O)CNC(=O)c2ccco2)C(C(=O)NC2CCCC2)c2ccncc2)cc1 (stereo not drawn),6,-11,-2.7,i,2,-8,5,-1,0.2,0.1
CC(C)N1CC23C=CC(O2)C(C(=O)OCc2ccccc2)C3C1=O (stereo not drawn),-7,-14,-3.3,-0.4,0,12,0,-1,-1.0,-1.0
Fc1ccc(-n2c(-c3ccc4c(c3)OCO4)n[nH]c2=S)cc1Cl,4,4,.,-0.4,4,25,-6,-1,-0.9,-0.1
O=S(c1cc(Cl)cc(Cl)c1O)c1cc(Cl)cc(Cl)c1O,.,.,0.5,.,.,.,28,-8,-0.7,.
Cc1cccc(NC(=O)NNC(=O)c2nn(C)cc2Br)c1,1,-5,0.3,-0.7,2,5,-19,0,-1.0,-0.1
Oc1ccc(C(c2nnnn2C2CCCCC2)N2CCOCC2)cc1 (stereo not drawn),-5,-3,-1.7,-0.2,1,-1,10,-2,0.4,0.5
c1ccc(-c2nc(N3CCNCC3)nc3ccccc23)cc1,-3,3,.,.,12,0,-49,0,4.9,-0.2
COc1cccc(CNC(=O)c2cc(S(=O)(=O)N3CCOCC3)cn2C)c1,-3,-9,-0.3,-0.2,-5,29,-5,-2,0.5,-1.4
COCCCN(C(=S)NC(=O)C12CC3CC(CC(C3)C1)C2)c1c(N)n(Cc2ccccc2)c(=O)[nH]c1=O,-1,-1,0.3,i,13,21,8,-7,-1.9,0.8
CCOC(=O)C1(CCOc2ccccc2)CCN(Cc2cc(OC)c(O)cc2Cl)CC1,3,16,-2.0,0.3,17,-23,20,-5,-2.7,0.4
Cc1ccccc1NC(=O)COc1ccc2c(c1)OC(C)(C)CC2=O,-2,0,1.8,-0.8,3,40,-8,-2,-0.6,1.3
Cn1ncc(Cl)c1C(=O)Nc1nnc(C2CC2)s1,5,-9,-2.1,2.2,8,10,-5,0,0.5,-0.3
O=C(CSc1n[nH]c(-c2ccccc2)n1)c1ccc(O)c(O)c1,5,-6,.,-3.7,2,14,8,-2,-0.7,-2.3
O=C(CCCc1nc(-c2ccc(Cl)cc2)no1)NC1CCCC1,-5,10,0.6,i,1,10,-4,0,0.9,1.8
CS(=O)(=O)N1CC2CCCN2c2ccc(C(F)(F)F)cc21 (stereo not drawn),2,-15,0.4,-0.8,-5,26,-2,2,0.2,-0.8
COc1cc(SC)ccc1C(=O)OC1CCOC1=O (stereo not drawn),0,-11,.,-0.2,6,18,-2,-1,-1.5,0.0
O=C(COC(=O)C1CCCCC1)Nc1ccc(N2CCCCC2)cc1,-1,33,.,-1.4,1,15,9,-6,0.3,-0.9
Cc1noc(C)c1COc1ccc(C(=O)N2CCN(S(=O)(=O)c3cccc(F)c3)CC2)cc1,.,-4,0.3,i,23,.,11,-7,-0.4,1.8
Cc1oc(-c2ccccc2Cl)nc1CS(=O)CC(=O)NC1CC1 (stereo not drawn),-5,-1,1.0,i,-6,19,15,-2,0.1,-0.7
COc1ccc(OCCn2ccnc2C)cc1,3,4,1.7,-0.7,-2,2,5,0,-0.3,0.3

# One compound at a time (already shown):
# c1ccc(-c2nc(N3CCNCC3)nc3ccccc23)cc1 is entered as SARS 3CLpro inh: -3; SSB-PriA inh: 3; TcdB GH inh: .; BH1578 lux ind: .; Y pestis TopoI: 12; DUSP3 inh: 0; CCHFV vOTU inh: -49; Anthrax LF prot: 0; BoNT A protease: 4.9; PfHsp40 rescue: -0.2
# O=C(COC(=O)C1CCCCC1)Nc1ccc(N2CCCCC2)cc1 is entered as SARS 3CLpro inh: -1; SSB-PriA inh: 33; TcdB GH inh: .; BH1578 lux ind: -1.4; Y pestis TopoI: 1; DUSP3 inh: 15; CCHFV vOTU inh: 9; Anthrax LF prot: -6; BoNT A protease: 0.3; PfHsp40 rescue: -0.9

# Look-ups from the list:
# `CS(=O)(=O)N1CC2CCCN2c2ccc(C(F)(F)F)cc21` (stereo not drawn) – PfHsp40 rescue: -0.8
# `COc1cccc(CNC(=O)c2cc(S(=O)(=O)N3CCOCC3)cn2C)c1` – Y pestis TopoI: -5
# `COc1cc(SC)ccc1C(=O)OC1CCOC1=O` (stereo not drawn) – CCHFV vOTU inh: -2
# `Oc1ccc(C(c2nnnn2C2CCCCC2)N2CCOCC2)cc1` (stereo not drawn) – SSB-PriA inh: -3

# 3 entries from above, ordered by count of non-hydrogen atoms, highest first.
SMILES,SARS 3CLpro inh,SSB-PriA inh,TcdB GH inh,BH1578 lux ind,Y pestis TopoI,DUSP3 inh,CCHFV vOTU inh,Anthrax LF prot,BoNT A protease,PfHsp40 rescue
CCOC(=O)C1(CCOc2ccccc2)CCN(Cc2cc(OC)c(O)cc2Cl)CC1,3,16,-2.0,0.3,17,-23,20,-5,-2.7,0.4
COc1cc(SC)ccc1C(=O)OC1CCOC1=O (stereo not drawn),0,-11,.,-0.2,6,18,-2,-1,-1.5,0.0
COc1ccc(OCCn2ccnc2C)cc1,3,4,1.7,-0.7,-2,2,5,0,-0.3,0.3

# Later entries:
SMILES,SARS 3CLpro inh,SSB-PriA inh,TcdB GH inh,BH1578 lux ind,Y pestis TopoI,DUSP3 inh,CCHFV vOTU inh,Anthrax LF prot,BoNT A protease,PfHsp40 rescue
Cn1nc(C(=O)Nc2cccc(Cl)c2)cc1C(=O)Nc1cccc(Cl)c1,2,-21,-4.9,1.2,7,16,1,0,0.9,-0.4
CCOC(=O)C1=C(N)OC2=C(C(=O)CCC2)C12C(=O)N1c3c(ccc(C)c32)C(C)=CC1(C)C (stereo not drawn),-5,-8,.,-1.5,21,0,-6,0,-0.1,-0.1
O=C(NCC1CCCO1)c1cc(C(=O)C2CC2)c[nH]1 (stereo not drawn),5,-13,.,i,1,-4,4,-4,-0.3,-0.9
CN1CCN(c2nc(Nc3ccccc3)nc(N)c2[N+](=O)[O-])CC1,-1,14,2.3,-0.5,-9,1,-3,-5,-5.1,-0.1
Cc1cccc(C)c1NC(=O)C(c1ccccc1)N1CCN(C(=O)c2ccco2)CC1 (stereo not drawn),-1,-7,.,-0.3,12,40,-1,0,-0.4,0.1
CCCCN=Cc1c(O)n(-c2c(C)cc(C)cc2C)c(=O)[nH]c1=O,-4,-11,.,-3.1,-1,8,-1,0,0.0,0.3
COc1ccc(C(=O)/C=C/c2ccccc2)c(OC)c1,6,-9,0.2,-0.5,24,3,-1,2,0.0,0.8
Cc1ccc(Cn2nnc3c(=O)n(CC(=O)OCc4ccccc4)cnc32)cc1,3,-2,0.2,0.9,31,26,3,-3,-0.9,-0.6
CCCCCC(=O)N1C[C@H](n2cc(C3CC3)nn2)[C@@H](O)C[C@@H]1c1ccc(Cl)cc1,.,.,-0.1,-0.4,21,.,-1,-4,0.2,.
CCc1cccc(CC)c1-n1c(SCC(=O)N2CCc3ccccc3C2)nnc1-c1cccnc1,3,2,.,0.0,27,3,13,16,18,-0.3
CC(C)NC(=O)CN1C(=O)C(=O)c2ccccc21,4,-1,.,i,-1,-5,3,-3,?,-1.0
CC(NC(=O)c1cc(Br)ccc1Br)c1ccccc1 (stereo not drawn),0,.,2.6,.,.,25,-22,.,.,.
O=C(C1=NN(c2ccccc2)C2C(=O)N(c3ccccc3Cl)C(=O)C12)c1ccccc1 (stereo not drawn),1,-64,.,-0.4,-5,13,-1,0,8.8,0.8
COc1ccc(NC(=O)Nc2ccc3c(c2)C(=O)N([C@H](C)CO)C[C@H](C)[C@@H](CN(C)C(=O)NC2CCCCC2)O3)cc1,.,-1,0.3&1.7,i,14,.,1,1,0.1,0.0
N#CC1=C(N)Oc2c(ccc3cccnc23)C1c1cccnc1 (stereo not drawn),-2,88*,.,i,5,9,-13,1,0.9,-0.8
COCc1cc(=O)[nH]c(/N=C(\N)Nc2ccccc2C)n1,-1,.,.,-1.4,2,12,-8,-3,0.5,0.3
CCC(C)[C@H](NC(=O)Nc1cccc(Br)c1)C(=O)OC (stereo partly drawn),2,1,.,0.1,-1,3,20,0,-0.3,0.0
